TNF necrop inh: blocks TNF-alpha induced death of Jurkat FADD-/- cells | Jurkat FADD-/- TNF necroptosis rescue, ATP luminescence, 24 h; 0 = TNF only, 100 = no-TNF cells | AID 463075 | 0.068% of 220,000 active | activation (protection from cell death), % at 10 µM;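 active = activation, meaning protection from cell death, of at least 50% relative to plate controls; inactive = activation below 50%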;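 also: necroptosis triggered by 40 ng/mL TNF-alpha added together with compound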
Wee1 degr inh: inhibitors of human Wee1 degradation; P30291; HeLa Luc-Wee1K328M stability, luciferase luminescence; 100% = proteasome inhibitor MG132 effect; reporter increase, % at 5 µM; 1.2% of 220,000 active; AID 1321;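 active = activation above the mean of all tested compounds plus 3 SD, set per screening run, cut at about 8.8% in these data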;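 also: cells exposed to compound for 20 h before luminescence read; 0% = DMSO alone and 100% = MG132 at 30 µM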
TRPML3 ag: human mucolipin-3 channel agonism; Q8TDD5; HEK293 TRPML3-YFP, Fluo-8 calcium fluorescence; 100% = the carbachol control signal; activation, % at 3 µM; 0.29% of 220,000 active; AID 1448;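 active = activation above its plate's cutoff, the mean activation of the plate's test wells plus 3 SD, cut at about 12% in these data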;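 also: 0% = DMSO only wells and 100% = carbachol wells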
Target sequence (Q8TDD5 whole entry, looked up): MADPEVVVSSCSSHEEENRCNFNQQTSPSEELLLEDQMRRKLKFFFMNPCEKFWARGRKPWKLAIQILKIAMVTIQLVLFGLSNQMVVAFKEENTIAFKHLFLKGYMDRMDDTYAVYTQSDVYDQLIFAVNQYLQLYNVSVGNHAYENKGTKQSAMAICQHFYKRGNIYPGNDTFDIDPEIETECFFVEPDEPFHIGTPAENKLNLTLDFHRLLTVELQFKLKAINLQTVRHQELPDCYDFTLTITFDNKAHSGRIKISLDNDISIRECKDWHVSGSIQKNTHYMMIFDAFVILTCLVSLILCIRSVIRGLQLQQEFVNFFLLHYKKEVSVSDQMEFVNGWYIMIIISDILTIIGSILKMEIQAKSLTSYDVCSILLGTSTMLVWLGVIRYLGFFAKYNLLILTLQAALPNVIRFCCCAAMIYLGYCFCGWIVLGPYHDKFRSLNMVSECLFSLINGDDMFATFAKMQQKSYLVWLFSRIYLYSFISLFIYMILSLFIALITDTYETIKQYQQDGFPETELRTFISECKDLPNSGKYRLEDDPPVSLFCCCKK
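Test system – HEK293 line with stable expression of human TRPML3-YFP channel · Control set – carbachol 87 µM final as high control (100%), DMSO as low control (0%) · Signal – Fluo-8 calcium dye fluorescence, ex 470-495, em 515-575 nm · Incubation – 1-h 37 °C dye load, 5-s basal, 120-s post-compound reads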
RBBP9 inh: human RBBP9 hydrolase inhibition. recombinant RBBP9, FP-Rh probe fluorescence polarization. O75884. AID 1515. 0.2% of 220,000 active. inhibition, % at 7.94 µM;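 active = inhibition above the campaign mean of all tested compounds plus 3 SD, cut at about 14% in these data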;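 also: plate controls were DMSO wells with RBBP9 for no effect and wells lacking RBBP9 protein for full effect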
Target sequence (O75884 whole entry, looked up): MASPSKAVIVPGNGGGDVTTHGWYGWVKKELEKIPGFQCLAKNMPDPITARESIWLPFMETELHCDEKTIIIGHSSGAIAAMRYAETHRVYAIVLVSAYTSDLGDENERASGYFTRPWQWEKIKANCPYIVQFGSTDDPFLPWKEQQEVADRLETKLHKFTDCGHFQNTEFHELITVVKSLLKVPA
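Assay system: recombinant human RBBP9; Reagent: Serine-hydrolase probe FP-Rh, 375 nM pre-mixing; Doses: 7.94 µM single dose, 0.794% DMSO; Incubation: 30 min then 45 min, 25 °C; Detection: fluorescence polarization (mP), excitation 525 nm, emission 598 nm; Evaluation: percent inhibition from mP, scaled between DMSO and no-protein wells.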
Ba/F3 V617F tox: lowers viability of Ba/F3 cells expressing EpoR and JAK2V617F; ATP luminescence; inhibition, % at 5.6 µM; 1.1% of 220,000 active; AID 1446;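 active = inhibition above the campaign mean plus 3 SD over all tested compounds, cut at about 24% in these data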;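 also: cytokine-independent growth of Ba/F3 cells driven by EpoR plus mutant JAK2; 0% = DMSO-treated cells and 100% = JAK inhibitor I control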
BaF3 parental: parental Ba/F3 viability inhibition as JAK2V617F counter-screen. 1.1% of 220,000 active. inhibition, % at 5.6 µM. CellTiter-Glo ATP luminescence. AID 1486;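 active = inhibition above a per-campaign cutoff, the mean inhibition of all tested compounds plus 3 SD, cut at about 27% in these data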;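 also: 0% = DMSO wells and 100% = JAK Inhibitor I control wells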
CHOP inh: inhibitors of CHOP induction in ER stress response; CHO-K1 CHOP-promoter luciferase, tunicamycin-induced, 15-18 h; inhibition, % at 10 µM; 3.8% of 220,000 active; AID 2732;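 active = compounds that reduced the stress-induced luciferase reporter signal by more than about 70% of percent inhibition, limit read from the data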;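 also: 0% = tunicamycin plus vehicle and 100% = wells without tunicamycin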
PPC-1+TRAIL kill: kills PPC-1 cancer cells in the presence of TRAIL | PPC-1 cells + TRAIL, ATPLite viability luminescence | cell killing (% activity), % at 4 µM | 0.41% of 220,000 active;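 active = cell killing above 50% in the first pass at 4 µM, then a duplicate retest at 5 µM averaging 50% or more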;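 also: plate controls were cells with TRAIL plus DMSO for no effect and medium-only wells lacking cells for full effect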
zfTRPN1 agonist: activates the zebrafish TRPN1 channel; activation, % at 3 µM; AID 1424; 0.18% of 220,000 active; HEK293 zebrafish TRPN1-YFP, Fluo-8 calcium fluorescence; 100% = response to 87 µM carbachol;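 active = activation above its plate's cutoff, the mean activation of test wells on that plate plus 3 SD, cut at about 19% in these data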;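 also: 0% = DMSO alone and 100% = 87 µM carbachol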
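Material – zebrafish TRPN1-YFP in HEK293 cells · Doses – 3 µM single point · Schedule – dye 1 h 37 °C plus 30 min RT · Signal – Fluo-8 calcium fluorescence, excitation 470-495 nm, emission 515-575 nm · Read-out – % activation versus carbachol response · Control set – carbachol high, DMSO low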
Numbers without * were called inactive; · = no result given.

Sequence of screens – TNF necrop inh	Wee1 degr inh	TRPML3 ag	RBBP9 inh	Ba/F3 V617F tox	BaF3 parental	CHOP inh	PPC-1+TRAIL kill	zfTRPN1 agonist
CN(C)CCOC(=O)CC12CC3CC(C1)CC(CC(=O)OCCN(C)C)(C3)C2
 : -0.1	0	0.9	-5	-1	9	2	·	1.6
Cc1onc(-c2ccccc2Cl)c1C(=O)N1CCCc2ccccc21
 : -1.3	2	-0.3	-2	-2	-1	-6	-5	-0.3
CN1C(=O)COc2ccc(C(=O)c3ccccc3C(=O)O)cc21
 : -0.1	2	0.8	1	-1	6	13	13	0.2
COc1cccc(Cn2c(NCC(C)C)nc3c2c(=O)n(C)c(=O)n3C)c1
 : -2.0	4	-0.9	-6	2	5	-23	2	-0.8
O=C(NCc1ccco1)c1nn(-c2ccccc2)c(=O)c2ccccc12
 : 0.7	1	-0.5	-6	-2	10	3	16	-0.8
S=C(NCCc1ccccc1)N/N=C/C1CCCCC1
 : -1.2	0	0.3	-3	3	5	-4	-16	-1.5
CCc1ccccc1NC(=O)c1cc(=O)c2ccccc2o1
 : -1.3	-2	-0.3	-5	0	3	-16	6	-0.4
OCCC1CN(Cc2ccc(Oc3ncccn3)cc2)CCN1C1CCCCC1 (configuration not stated)
 : 4.1	-3	1.1	0	-6	3	1	2	0.8
CCCOC(=O)Nc1nc2ccccc2o1
 : -0.4	1	0.8	-7	-2	2	29	6	0.8
CSc1nnc(Cc2ccc3c(c2)OCO3)o1
 : 3.1	-3	0.0	-6	-3	2	-6	8	-0.3
CS(=O)(=O)N(CC(=O)NC1CCCC1)c1ccc(Oc2ccccc2)cc1
 : 2.6	2	0.8	-1	-1	-3	5	9	-0.9
NC(=O)c1ccc(N2CCN(c3ccccc3F)CC2)c([N+](=O)[O-])c1
 : -1.6	2	1.3	-6	0	3	60	-4	2.4
CC(C)=CCN1CCN(Cc2ccc(N3CCNC3=O)cc2)CC1CCO (configuration not stated)
 : 0.8	-5	-0.6	3	-5	1	14	·	2.1
CN(C)/C=C(\C#N)S(=O)(=O)c1ccc(Cl)cc1
 : -0.3	3	0.9	-2	0	0	-11	0	0.6
Cc1ccoc1C(=O)NCc1occc1C(=O)O
 : 0.1	0	1.0	-4	2	12	-14	2	0.5
CCOc1ccc(NC(=O)COC(=O)c2cccnc2)cc1
 : -2.5	3	1.1	-4	1	-1	1	-7	0.2
CCOc1ccccc1NC(=O)Nc1cccc(S(N)(=O)=O)c1
 : -0.3	2	0.8	0	3	0	4	13	0.3
COc1cc(C(=O)N/N=C\c2ccccc2)c([N+](=O)[O-])c(OC)c1OC
 : -1.9	-3	-0.3	-9	-3	6	34	-4	-1.6
COc1ccc(-n2nc(C(=O)NCC(=O)NCC3COc4ccccc4O3)c3ccccc3c2=O)cc1 (configuration not stated)
 : 1.7	1	1.7	-9	1	5	27	-26	0.9
CCc1c(C(=O)Nc2ccc(OC)c(Cl)c2)[nH]c(C)c1C(C)=O
 : 0.7	0	1.0	-2	2	4	86*	14	0.8

One compound at a time, from the list above. Values in the order: TNF necrop inh | Wee1 degr inh | TRPML3 ag | RBBP9 inh | Ba/F3 V617F tox | BaF3 parental | CHOP inh | PPC-1+TRAIL kill | zfTRPN1 agonist
Entry for Cc1ccoc1C(=O)NCc1occc1C(=O)O → 0.1 | 0 | 1.0 | -4 | 2 | 12 | -14 | 2 | 0.5
Entry for COc1cc(C(=O)N/N=C\c2ccccc2)c([N+](=O)[O-])c(OC)c1OC → -1.9 | -3 | -0.3 | -9 | -3 | 6 | 34 | -4 | -1.6

New compounds follow
Sequence of screens – TNF necrop inh	Wee1 degr inh	TRPML3 ag	RBBP9 inh	Ba/F3 V617F tox	BaF3 parental	CHOP inh	PPC-1+TRAIL kill	zfTRPN1 agonist
CCCNC(=O)NC(C(=O)OC)C12CC3CC(CC(C3)C1)C2 (configuration not stated)
 : 0.2	-2	0.7	-8	-4	0	25	0	0.4
O=c1c2cnn(-c3ccccc3)c2nc(-c2cccs2)n1-c1cccc(Cl)c1
 : 0.4	3	0.1	-7	4	7	30	-3	-0.5
Cc1ccc(S(=O)(=O)N2CCCN(S(=O)(=O)c3ccc4ccccc4c3)CC2)cc1
 : 3.9	-1	0.5	-9	0	2	31	9	-0.9
CC(=O)N1N=C(c2ccccc2)OC1(C)CC(=O)Nc1ccccc1 (configuration not stated)
 : -3.4	1	-0.7	-11	-1	6	13	20	-1.2
Cn1ncc2c(=O)[nH]cnc21
 : -0.6	-3	0.7	-7	1	4	11	12	1.5
CCOC(=O)C1CCCN(C(=O)c2cccc(S(=O)(=O)N3CC(C)OC(C)C3)c2)C1 (configuration not stated)
 : 1.3	-1	0.1	-5	-3	-1	-1	-9	0.1
COc1ccc(CC(NC(C)=O)C(=O)NC2CCN(S(=O)(=O)c3cccc4ccccc34)CC2)cc1OC (configuration not stated)
 : -2.1	0	1.2	-10	-3	6	-6	1	-0.1
COc1cc2c(cc1OC)CN(C(=O)c1ccc(Br)o1)CC2
 : 1.2	-4	-0.3	-7	-4	-3	20	-29	-1.1
CC(C)(C)NC(=O)c1ccc(NC(=O)C2COc3ccccc3O2)cc1 (configuration not stated)
 : 3.4	0	1.1	4	-4	3	33	17	0.3
O=C(Nc1ccc(Br)cc1)c1ccco1
 : -0.9	2	0.2	-4	-2	0	28	12	-1.0
COc1cc(NS(=O)(=O)N2CCCC2)cc(OC)c1OC
 : -0.6	0	0.7	-1	-3	3	-1	8	1.8
CCC(C)(C)NC(=O)CN(C(=O)c1csnn1)c1cccc2c1CCCC2
 : 0.1	0	1.1	-1	1	7	14	-8	2.6
CCCOc1ccccc1N/C(=N/c1nc(C)cc(C)n1)NC(=O)Nc1ccc(Cl)cc1
 : -3.9	-1	-0.3	-4	-2	0	30	22	-0.4
Cc1cccc(N(C(=O)CNC(=O)c2ccco2)C(C(=O)NC2CCCC2)c2ccncc2)c1 (configuration not stated)
 : -1.2	3	0.9	1	-2	3	-12	27	0.4
Cc1ccc(C)c(NC(=S)NNC(=O)c2sccc2C)c1
 : -0.9	0	1.0	-5	-3	0	0	24	-0.7
COc1ccc(C)cc1NC(=O)NCCC1=CCCCC1
 : -0.3	3	-1.1	-5	6	9	25	27	-0.9
O=C(Nc1ccc(-c2cnco2)cc1)c1ccccc1
 : 2.4	0	0.7	-4	-3	0	-13	7	1.4
O=C(CCc1nnc(-c2ccccc2)o1)c1ccc(Cl)cc1
 : 1.2	0	0.2	-3	-2	-3	5	6	-2.6
Cc1ccc(NC(=S)Nc2ccc(OC(F)F)c(Cl)c2)cc1F
 : -4.8	0	1.9	9	2	4	62	-19	2.1
COC(=O)c1ccc(CN2CCC(CO)(Cc3ccc(OC)cc3)CC2)cc1
 : 0.4	2	1.5	-7	2	0	31	-10	4.7
CCS(=O)(=O)N1N=C(c2ccc(NS(C)(=O)=O)cc2)CC1c1ccccc1 (configuration not stated)
 : 2.4	0	0.7	-8	4	0	13	-23	-0.9
CC1=[N+](C)c2c(ccc3cccnc23)C1(C)C
 : -5.4	3	2.2	-42	72*	63*	75*	22	3.4
CCNc1nc(Oc2ccccc2)nc(OC(C)C(=O)OCC)n1 (configuration not stated)
 : -0.1	-1	0.4	1	-3	0	8	8	0.2
Cc1c(C(=O)OC(C)C)sc(NC(=O)C2CCCO2)c1C(=O)OC(C)C (configuration not stated)
 : 3.7	0	0.5	-5	1	3	22	10	0.3
CCC(=O)c1c(NC(C)C)cc(C)oc1=O
 : 0.2	3	0.8	1	-1	1	17	27	2.0
CC(Sc1nc2scc(-c3ccccc3)c2c(=O)[nH]1)C(=O)NC(N)=O (configuration not stated)
 : 0.5	0	0.4	2	2	-2	2	12	0.1
O=C(/C=C/c1ccc(Br)cc1)Nc1ccc(S(=O)(=O)Nc2ncccn2)cc1
 : -0.2	1	1.0	-6	-1	5	17	17	1.6
Cc1nc(-c2ccccc2)sc1-c1ccnn1C
 : -1.1	18*	-0.2	-7	4	7	-5	7	-1.4
O=C(NCc1ccco1)c1ccccc1Nc1ccc(F)cc1
 : -2.1	-2	-1.2	-2	-4	-1	1	-2	-1.2
CCN(CC)C(=O)CSc1ncccc1-c1nc2ccccc2[nH]1
 : 7.5	-3	-0.4	-6	-2	-2	-7	-7	0.7

Structures shown so far that have a Cl atom, in the order listed:
Sequence of screens – TNF necrop inh	Wee1 degr inh	TRPML3 ag	RBBP9 inh	Ba/F3 V617F tox	BaF3 parental	CHOP inh	PPC-1+TRAIL kill	zfTRPN1 agonist
Cc1onc(-c2ccccc2Cl)c1C(=O)N1CCCc2ccccc21
 : -1.3	2	-0.3	-2	-2	-1	-6	-5	-0.3
CN(C)/C=C(\C#N)S(=O)(=O)c1ccc(Cl)cc1
 : -0.3	3	0.9	-2	0	0	-11	0	0.6
CCc1c(C(=O)Nc2ccc(OC)c(Cl)c2)[nH]c(C)c1C(C)=O
 : 0.7	0	1.0	-2	2	4	86*	14	0.8
O=c1c2cnn(-c3ccccc3)c2nc(-c2cccs2)n1-c1cccc(Cl)c1
 : 0.4	3	0.1	-7	4	7	30	-3	-0.5
CCCOc1ccccc1N/C(=N/c1nc(C)cc(C)n1)NC(=O)Nc1ccc(Cl)cc1
 : -3.9	-1	-0.3	-4	-2	0	30	22	-0.4
O=C(CCc1nnc(-c2ccccc2)o1)c1ccc(Cl)cc1
 : 1.2	0	0.2	-3	-2	-3	5	6	-2.6
Cc1ccc(NC(=S)Nc2ccc(OC(F)F)c(Cl)c2)cc1F
 : -4.8	0	1.9	9	2	4	62	-19	2.1

(next part)
Sequence of screens – TNF necrop inh	Wee1 degr inh	TRPML3 ag	RBBP9 inh	Ba/F3 V617F tox	BaF3 parental	CHOP inh	PPC-1+TRAIL kill	zfTRPN1 agonist
On1cnnc1-c1ccccc1
 : 0.3	1	0.9	-6	-2	0	8	-1	-0.2
CC(=O)Nc1ccc2c(c1)nc1n2CCSC1
 : 1.3	-1	0.2	-4	0	0	7	11	-0.2
C=CCn1c(SCC(=O)c2cc(C)n(CCOC)c2C)nc2sc(C)c(C)c2c1=O
 : 0.7	-2	0.1	-4	-4	6	1	10	1.4
COc1ccc(C2(CNC(=O)c3ccc(OC)c([N+](=O)[O-])c3)CCCCC2)cc1OC
 : 1.4	-1	1.3	-4	3	5	-17	-12	3.2
CCCSC1=C(C#N)C2(CCCCC2)C(C#N)=C(N)N1
 : -0.2	-2	2.4	3	-3	2	25	7	7.1
CCOC(=O)COc1cc2oc(=O)cc(C)c2cc1[N+](=O)[O-]
 : 0.2	2	0.5	-12	-1	3	7	-14	0.5
CCc1cccc(C)c1NC(=O)C1C2CCC(O2)C1C(=O)O (configuration not stated)
 : -2.0	-1	-0.3	-6	4	6	23	13	1.1
COc1ccccc1NC(=O)C1C2CCCCC21 (configuration not stated)
 : -0.1	-3	-1.1	-6	94*	2	24	28	-0.8
